# PAFAH1B2 inh – PAFAH1B2 (human) inhibition | recombinant PAFAH1B2, FP-rhodamine activity probe, fluorescence polarization | inhibition, % at 3.39 µM | 340,000 tested, 1.2% active | AID 492953;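 active means inhibition above the mean of all tested compounds plus 3 SD, cut at about 24% in these data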;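 further: 0% = enzyme with DMSO and 100% = wells lacking PAFAH1B2; many of its hits are not listed in these tables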
# Target sequence (P68402 whole entry, looked up): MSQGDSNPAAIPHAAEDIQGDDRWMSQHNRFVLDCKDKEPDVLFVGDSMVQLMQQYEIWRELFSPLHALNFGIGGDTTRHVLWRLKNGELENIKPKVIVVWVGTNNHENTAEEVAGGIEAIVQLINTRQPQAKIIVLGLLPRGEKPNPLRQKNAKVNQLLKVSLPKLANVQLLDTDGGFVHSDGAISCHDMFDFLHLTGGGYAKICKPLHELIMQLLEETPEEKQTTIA
# EBNA-1 inhibitor – blocks EBNA-1 binding to DNA | EBNA-1 DNA binding, fluorescence polarization | 300,000 tested, 0.34% active | inhibition, % at 14.8 µM | AID 1950; in the data active means inhibition above about 28%
# PAFAH1B3 FP inh – blocks human PAF acetylhydrolase 1B catalytic subunit 3; Q15102; recombinant PAFAH1B3, FP-rhodamine probe, fluorescence polarization; inhibition, % at 3.39 µM; 340,000 tested, 0.28% active; AID 492972;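 active means inhibition above the screen-wide average of all tested compounds plus 3 SD, cut at about 25% in these data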;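 further: 0% = enzyme with DMSO only and 100% = wells lacking PAFAH1B3 protein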
# Target sequence (Q15102 whole entry, looked up): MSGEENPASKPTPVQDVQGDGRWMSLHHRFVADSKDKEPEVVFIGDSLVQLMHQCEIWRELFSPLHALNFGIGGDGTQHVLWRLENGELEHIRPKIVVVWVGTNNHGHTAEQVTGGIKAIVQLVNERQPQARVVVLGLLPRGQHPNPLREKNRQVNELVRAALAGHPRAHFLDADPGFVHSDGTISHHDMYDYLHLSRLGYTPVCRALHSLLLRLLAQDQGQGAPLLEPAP
# pPAFAH FP inh – pPAFAH (human) enzyme inhibition. recombinant pPAFAH, FP-rhodamine probe fluorescence polarization. AID 463082. 330,000 tested, 1.5% active. Q13093. inhibition, % at 3.39 µM;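 active means inhibition above the mean inhibition across the screen plus 3 SD, cut at about 25% in these data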;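 further: inhibitors block binding of the rhodamine activity-based probe so polarization drops; 0% = enzyme with DMSO and 100% = wells lacking pPAFAH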
# LYPLA1 counter – counter-screen for PME1 inhibitors: inhibitors of human LYPLA1; recombinant LYPLA1, FP-Rh probe fluorescence polarization; inhibition, % at 5.9 µM; 320,000 tested, 0.16% active;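 active means inhibition above the mean of all tested compounds plus 3 SD, set per campaign, cut at about 14% in these data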;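 further: inhibitors block serine hydrolase probe labeling of LYPLA1 so polarization falls; 0% = enzyme with DMSO and 100% = wells lacking LYPLA1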
# Target sequence (O75608 whole entry, looked up): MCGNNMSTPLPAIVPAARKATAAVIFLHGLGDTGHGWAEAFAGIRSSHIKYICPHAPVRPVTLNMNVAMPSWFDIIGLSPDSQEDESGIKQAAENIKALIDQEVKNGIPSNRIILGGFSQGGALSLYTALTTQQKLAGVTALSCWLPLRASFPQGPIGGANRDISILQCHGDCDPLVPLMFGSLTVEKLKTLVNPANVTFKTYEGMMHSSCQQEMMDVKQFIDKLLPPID
# PREPL inh – human PREPL enzyme inhibition. recombinant PREPL, fluorescence polarization activity-based probe. inhibition, % at 5.96 µM. 320,000 tested, 0.68% active. AID 2751; in the data active means inhibition above about 43%;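 further: 0% = enzyme with DMSO and 100% = wells lacking enzyme; many of its hits are not listed in these tables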
# ZTA DNA inh – ZTA (EBV) inhibition in EBNA-1 counter-screen | P03206 | ZTA-DNA binding, fluorescence polarization | inhibition, % at 11 µM | 320,000 tested, 0.15% active | AID 2234; in the data active means inhibition above about 33%
# LYPLA2 inh – blocks human lysophospholipase 2, a PME1 counter-screen; O95372; recombinant LYPLA2, FP-Rh probe fluorescence polarization; inhibition, % at 5.9 µM; 320,000 tested, 0.38% active; AID 2177;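 active means inhibition above the screen-wide mean plus 3 SD, limit set per campaign, cut at about 26% in these data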;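 further: 0% = LYPLA2 with DMSO and 100% = wells lacking LYPLA2 enzyme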
# Target sequence (O95372 whole entry, looked up): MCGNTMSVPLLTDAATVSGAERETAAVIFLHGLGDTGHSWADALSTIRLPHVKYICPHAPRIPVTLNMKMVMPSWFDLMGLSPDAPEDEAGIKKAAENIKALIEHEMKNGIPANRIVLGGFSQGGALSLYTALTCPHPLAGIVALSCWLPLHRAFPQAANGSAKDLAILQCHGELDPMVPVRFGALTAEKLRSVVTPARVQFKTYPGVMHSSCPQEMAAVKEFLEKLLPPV
# PAFAH2 FP inh – inhibitors of human PAFAH2 | inhibition, % at 3.39 µM | Q99487 | recombinant PAFAH2, FP-rhodamine activity probe, fluorescence polarization | 340,000 tested, 0.99% active;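 active means inhibition above the mean over all tested compounds plus 3 SD, cut at about 30% in these data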;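 further: inhibitors block probe labeling of enzyme so polarization drops; 0% = enzyme with DMSO and 100% = wells lacking PAFAH2 protein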
# * hit, by the source's call; · = no result given. Only part of the results is shown (hit frequency here may not be typical).
Compound	PAFAH1B2 inh	EBNA-1 inhibitor	PAFAH1B3 FP inh	pPAFAH FP inh	LYPLA1 counter	PREPL inh	ZTA DNA inh	LYPLA2 inh	PAFAH2 FP inh
COc1ccc(OC)c(C2C(C(C)=O)=C(O)C(=O)N2CCc2ccc(OC)c(OC)c2)c1 (centres undefined)	2	-10	10	2	0	8	17	3	0
O=c1cc(C(F)(F)F)[nH]c(=O)n1C1CCCCC1	0	0	-2	-3	0	-1	-6	0	10
COc1cc(CNc2ccc(S(N)(=O)=O)cc2)ccc1OCC(=O)NC1CCCCC1	0	20	5	0	1	7	-11	5	3
CCOCCn1c(CN2CCN(c3ccccc3)CC2)nc2c1c(=O)n(C)c(=O)n2C	-3	-16	6	-2	-1	17	-18	0	-7
Cc1cc(C)c(NC(=O)COC(=O)/C=C/c2cccs2)c(C)c1	3	16	-12	3	-1	-1	2	3	35*
CC(C)c1cc(=O)oc2c3c4c(cc12)CCCN4CCC3	4	7	8	19	-3	34	3	-4	11
O=C1NC(CCc2ccccc2)C(=O)N1Cc1cccc2ccccc12 (centres undefined)	1	-4	1	2	-2	-32	-11	1	2
CCC(=O)Nc1ccc(S(=O)(=O)N2CCc3ccccc3C2)cc1	3	-5	0	7	-1	-6	1	5	-1
NC(=O)CC(NC(=O)c1ccccc1)c1ccc(NCc2ccccn2)c([N+](=O)[O-])c1 (centres undefined)	7	-4	8	1	2	-3	3	6	-2
Cc1ccc2nc(N3CCN(C)CC3)c(C#N)cc2c1	1	-3	1	4	-1	-8	-8	2	-16
CCCn1cc2c(c1-c1ccc(C)cc1)c(=O)n(C)c(=O)n2C	-1	11	9	-2	-3	8	-13	5	3
CC1CCN(C(=O)CN(c2ccc3c(c2)OCO3)S(C)(=O)=O)CC1	0	-8	6	-2	1	-7	16	2	-4
Cc1csc(NC(C)c2nc3cc(C(F)(F)F)ccc3n2CCCO)n1 (centres undefined)	3	-13	2	0	0	6	7	-5	7
CCCOc1cccc(C(=O)O)c1	6	-6	2	-1	-1	-7	0	-3	1
C/C(=N\NC(=S)NC1CCCCC1)c1ccc(C#N)cc1	5	-8	6	2	1	4	6	-2	0
CC1=C(Sc2ccccn2)C(=O)NC(C)(C)C1	2	8	-2	0	3	4	5	7	-4
CCOC(=O)CSc1nc2c(c(=O)n(C)c(=O)n2C)n1Cc1ccccc1F	6	8	8	5	2	31	14	-2	-5
CCc1cn([C@H]2C[C@H](O)[C@@H](CO)O2)c(=O)[nH]c1=O	-6	4	16	5	3	9	-10	8	-6
CCn1cc(C(=O)NCc2cccnc2)c(=O)c2cc(F)c(N3CCN(C(=O)c4ccco4)CC3)cc21	1	-1	-7	1	2	-23	-39	6	-3
COc1cccc(CC(NC(C)=O)C(=O)NC2CCN(C(=O)C3CC3)CC2)c1OC (centres undefined)	10	5	15	4	-6	0	4	-3	-5
COc1ccc(CNC(=O)CSc2n[nH]c(C)c2[N+](=O)[O-])cc1	-1	-6	1	0	-1	-2	1	-5	-2
Cc1ccccc1C(=O)N1CC(=O)Nc2ccc(F)cc2C1c1ccccc1 (centres undefined)	7	3	5	1	-2	19	13	-5	0
Cc1ccc(C(=O)Nc2ncccc2C)cc1S(=O)(=O)N1CCCCC1	1	6	0	5	0	13	-1	1	0
CC(C)N(C)Cc1nnnn1CC(=O)NCCc1cccc(C(F)(F)F)c1	8	-1	11	-2	3	7	-1	8	-2
CC(=O)Nc1ccc(S(=O)(=O)NCCOc2ccc(Cl)cc2C)cc1	·	-7	·	2	-2	-24	-3	-4	·
O=C(NCc1ccco1)c1nn2c(C(F)(F)F)cc(-c3cccs3)nc2c1Br	-1	-11	-4	9	-3	-4	14	-3	-5
O=C(NCCn1cc(SCc2ccccc2)c2ccccc21)c1c(F)cccc1F	-1	5	4	10	-7	10	10	-1	0
O=C(CNS(=O)(=O)c1c(Cl)cccc1Cl)OCC(=O)N1CCN(c2ccccc2)CC1	6	-3	0	-1	1	26	3	1	5
COc1cccc(CN2C(=O)Nc3ccccc3C(=O)N2C(C)(C)C)c1	3	-5	-1	-5	0	4	-5	-8	-6
CN(C(=O)CSc1nc(-c2ccccc2)cn1N)C(c1ccccc1)c1ccccc1	6	1	1	10	5	1	-4	5	2
CCN(CC(=O)Nc1ccccc1OC)CC(=O)Nc1ccccc1-c1ccccc1	8	-1	2	4	-2	-3	3	-3	6
c1ccc(Cn2nnnc2C(c2ccccn2)N2CCOCC2)cc1 (centres undefined)	-1	4	1	3	0	7	-4	-4	-2
CCOc1ccccc1NC(=O)C1CCN(c2ccc(S(=O)(=O)N3CCCC3)cc2)CC1	-3	6	0	8	-2	-2	-13	-1	-2
CC1Sc2ccc(S(=O)(=O)N3CCC(C(=O)NCc4ccco4)CC3)cc2NC1=O (centres undefined)	2	-3	6	2	0	-5	5	0	-7
O=C(CS(=O)(=O)c1ccccc1)c1cc2ccccc2oc1=O	3	1	6	11	5	4	1	10	10
Cc1ccc(NC(=O)Cn2cc(S(=O)(=O)c3ccccc3)c(=O)c3cc(F)ccc32)cc1	-5	4	6	1	-1	14	7	6	-9
CC1CN(C(=O)COc2coc(CN3CCc4ccccc4C3)cc2=O)CC(C)O1 (centres undefined)	-2	4	3	4	-1	3	8	2	2
O=C(C[N+]1(CC#Cc2ccccc2)CCCCC1)c1ccccc1	7	-1	13	0	0	-19	-19	0	-1
COc1ccccc1C(=O)Nc1ccc(C(=O)/C=C/c2cccs2)cc1	-8	0	-10	-9	-13	-15	14	-5	-22
C=CCN(c1ccccc1)S(=O)(=O)c1cccc(C(=O)Nc2cccc(C)n2)c1	8	-6	2	3	-5	-8	-13	-13	1
CCC(=O)NCCCCCCNC(=O)CC	1	-4	5	-2	2	9	-13	-2	3
COc1ccc2nc(NNC(=O)COc3ccccc3)sc2c1	0	-14	0	6	-1	9	-12	5	8
CCN1/C(=C/c2ccc3ccccc3[n+]2CC)C=Cc2ccccc21	-27	5	-27	-13	-26	47*	7	-60	-49
Nc1cc(Cl)ccc1Oc1ccc(Cl)cc1	8	11	3	6	0	4	11	11	-6
COc1cc(-c2nc(-c3ccc4c(c3)-c3ccccc3S4(=O)=O)c(-c3ccccc3)[nH]2)cc(OC)c1OC	-11	-1	-4	14	-11	37	7	-4	-29
CCCCCCCN=C(C)c1ccccc1O	4	9	9	4	4	3	-3	6	5
Cc1ccc(S(=O)(=O)NC(CN2CCOCC2)=NCCNS(=O)(=O)c2ccccc2)cc1	5	-6	7	2	-3	19	-18	1	-4
O=C(NCc1n[nH]c(=S)n1-c1cccc(Cl)c1)c1cccs1	-1	5	7	5	4	0	-3	3	-4
CCc1ccc2[nH]c(=O)c(CN(Cc3ccc(F)cc3)C(c3nnnn3CCN3CCOCC3)C(C)C)cc2c1 (centres undefined)	3	12	3	2	1	28	15	11	1
COc1ccccc1CNC(=O)CN(C)S(=O)(=O)c1cccc2cccnc12	0	1	-1	5	-2	-2	7	-1	-3
O=C(O)C(C/C(=N/O)c1ccc(Br)cc1)P(=O)(c1ccccc1)c1ccccc1 (centres undefined)	10	-5	4	3	-2	-7	-6	2	0
COc1ccc(NC(=O)CCN2CCN(S(=O)(=O)c3cc(Cl)ccc3Cl)CC2)cc1	1	8	0	3	0	35	-12	14	1
COc1ccccc1-n1c(SCC(=O)O)nc2sc3c(c2c1=O)CCC3	5	5	1	1	2	11	7	5	12
O=C(CN1CCN(S(=O)(=O)N2CCCCCC2)CC1)Nc1ccc(F)cc1	10	13	9	3	4	10	-9	2	1
COCCN=c1scc(-c2ccccc2)n1/N=C/c1c[nH]c2ccccc12	4	-22	6	12	0	17	6	8	13
O=C(Nc1ccc([N+](=O)[O-])cc1)c1ccc(Cn2cc([N+](=O)[O-])cn2)cc1	6	4	5	2	-6	2	21	46*	0
COCC(=O)Nc1ccc(C)c(Cl)c1	6	12	-2	2	4	-7	5	2	2
O=c1nc2ccccc2c2n1CC(CN1CCN(c3ccc(F)cc3)CC1)N2 (centres undefined)	1	0	0	-2	0	22	0	8	1
Cc1cc(SCC(=O)Nc2ccccc2)n2ncc(-c3ccccc3)c2n1	3	5	7	-8	-12	5	-4	-27	-10
Cc1ccc(OCC(=O)N/N=C\c2cn(C)c3ccccc23)c([N+](=O)[O-])c1	-3	-13	-7	0	-4	9	2	8	-12

# (next part)
Compound	PAFAH1B2 inh	EBNA-1 inhibitor	PAFAH1B3 FP inh	pPAFAH FP inh	LYPLA1 counter	PREPL inh	ZTA DNA inh	LYPLA2 inh	PAFAH2 FP inh
N#CC1=C(N)C2=CCCC[C@H]2[C@H](c2ccccc2)C1(C#N)C#N	5	-7	6	5	-1	12	8	5	8
O=C(CSc1nncs1)NCc1ccc2c(c1)OCO2	3	-4	-4	-4	6	19	7	5	5
CC(=O)OCC1=C(C(=O)O)N2C(=O)C(NC(=O)c3ccc(COc4c(C)cccc4Cl)o3)C2SC1 (centres undefined)	-5	6	-2	15	-7	3	-3	-1	43*
O=C(CN(c1ccccc1F)S(=O)(=O)c1ccccc1)NC1CCCCCC1	0	-6	5	5	1	12	-4	-2	27
COc1cccc(CNCCO)c1OCc1ccc(Cl)cc1	3	0	3	3	-4	-58	2	-1	-2
COc1cc(/C=C/c2cccc[n+]2C)ccc1OCC(=O)Nc1ccccc1	-3	-9	5	-5	-1	16	-1	0	0
COc1ccc(CNC(=O)CN2C(=O)CC(c3ccccc3)=Nc3ccccc32)cc1	8	-2	-1	1	2	-9	2	6	-1
O=C1C=C(c2ccc(-c3ccccc3)c(F)c2)C[C@@H](c2ccc(F)cc2)C1	-5	·	-5	9	0	-11	-11	2	-9
CCc1ccc(OCC(=O)N2CCN(c3ccccn3)CC2)c(Br)c1	0	5	0	3	3	-27	-1	8	2
CSc1cccc(CN2CCN(CCc3ccccc3)C(CCO)C2)c1 (centres undefined)	0	0	2	0	2	25	18	0	0
COc1ccc(/C(C)=N/NC(=O)c2ccccc2N)cc1	6	5	3	-1	4	5	17	12	4
COc1ccc(/C=C2\CCCC(C(=O)C(F)(F)F)=C2O)cc1OC	·	-6	·	-3	2	1	14	3	·
O=C(Nc1ccc(S(=O)(=O)N2CCOCC2)cc1)c1ccccc1F	3	-6	6	6	3	-1	-8	-1	-3
COc1ccccc1C(N)=S	5	-1	5	3	0	-3	2	9	2
O=C(CN(CC1CCCO1)C(=O)CNS(=O)(=O)c1ccc(Cl)cc1)NCc1ccc(F)cc1 (centres undefined)	23	0	-2	16	-6	-3	10	-5	15

# Reformatted: results already given.
smiles: COc1ccc(OC)c(C2C(C(C)=O)=C(O)C(=O)N2CCc2ccc(OC)c(OC)c2)c1 (centres undefined)
  PAFAH1B2 inh: 2
  EBNA-1 inhibitor: -10
  PAFAH1B3 FP inh: 10
  pPAFAH FP inh: 2
  LYPLA1 counter: 0
  PREPL inh: 8
  ZTA DNA inh: 17
  LYPLA2 inh: 3
  PAFAH2 FP inh: 0
smiles: O=c1cc(C(F)(F)F)[nH]c(=O)n1C1CCCCC1
  PAFAH1B2 inh: 0
  EBNA-1 inhibitor: 0
  PAFAH1B3 FP inh: -2
  pPAFAH FP inh: -3
  LYPLA1 counter: 0
  PREPL inh: -1
  ZTA DNA inh: -6
  LYPLA2 inh: 0
  PAFAH2 FP inh: 10

# Later entries:
Compound	PAFAH1B2 inh	EBNA-1 inhibitor	PAFAH1B3 FP inh	pPAFAH FP inh	LYPLA1 counter	PREPL inh	ZTA DNA inh	LYPLA2 inh	PAFAH2 FP inh
O=C(c1cnc2sccn2c1=O)N1CCCc2ccccc21	4	-10	-8	-5	-2	-10	-1	-6	3
CCCCCCCCCCC[N+](C)(C)CC/C=C1/c2ccccc2Sc2ccc(Cl)cc21	5	3	6	23	0	45*	40*	9	4
O=C(O)c1cc(S(=O)(=O)O)cc(Nc2c3ccccc3nc3ccccc23)c1O	6	6	5	6	-2	0	1	-4	3
C=CCOc1c(CNC2CCCC2)cc(Cl)cc1OC	-2	4	2	4	0	-7	4	0	-4
